EP2 modulator: EP2 receptor (human) modulation. actives 0.83% (n = 260,000). P43116. induction, % at 25 µM. AID 940. EP2-expressing cells, cAMP HTRF FRET, PGE2 co-stimulation;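 active = compounds whose cAMP rise, as percent of the full-agonist control response, exceeds 60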;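 also: rat C6 glioma line stably carrying human EP2 under a CMV promoter; the protocol text gives 20 µM as final concentration; 100% = response of wells given 1 µM PGE2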
Target sequence (P43116 whole entry, looked up): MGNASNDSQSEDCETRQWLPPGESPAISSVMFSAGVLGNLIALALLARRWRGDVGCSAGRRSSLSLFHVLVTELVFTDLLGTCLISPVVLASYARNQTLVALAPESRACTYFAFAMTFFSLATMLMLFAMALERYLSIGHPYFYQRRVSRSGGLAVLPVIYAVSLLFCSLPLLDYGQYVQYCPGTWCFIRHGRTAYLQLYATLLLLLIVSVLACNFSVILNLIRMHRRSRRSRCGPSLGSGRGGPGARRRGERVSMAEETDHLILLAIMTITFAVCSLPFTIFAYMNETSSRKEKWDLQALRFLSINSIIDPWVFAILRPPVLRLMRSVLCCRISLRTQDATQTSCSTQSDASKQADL
L929 necroptosis: L929 zVAD cell death inhibition; L929 zVAD necroptosis rescue, ATP luminescence, 24 h; with zVAD 60 µM; viability rescue, % at 10 µM; actives 0.38% (n = 220,000); AID 1377;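 active = activation, scaled between plate controls, above about 75%, limit read from the data; inactive = activation under that limit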;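 also: 0% = zVAD with DMSO and 100% = DMSO alone without zVAD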
Hck Nef HTS: blocks Nef-activated human Hck kinase; P08631; Recombinant Hck-YEEI plus Nef, Z-Lyte FRET kinase assay; inhibition, % at 20 µM; actives 0.68% (n = 220,000); AID 463187;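 active = Hck-Nef kinase inhibition above about 50%, limit read from the data; inactive = inhibition below that limit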;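 also: 0% = DMSO with Hck plus Nef and 100% = Hck alone without Nef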
Rad51 HR inh: blocks human Rad51 in homologous recombination; Q06609; hRad51 DNA strand exchange, fluorescence dequenching; inhibition, % at 10 µM; actives 0.085% (n = 200,000); AID 1385;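 active = inhibition above 40% at the single screening dose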;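 also: 0% = DMSO control wells and 100% = blanks with heterologous ssDNA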
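System: human Rad51 nucleoprotein filaments preassembled on unlabelled ssDNA. Reagent: labelled 47-mer dsDNA for strand exchange. Schedule: 30-min compound preincubation and 15-min exchange, both room temperature. Measured by: FRET fluorescence dequenching, excitation 485 nm, emission 520 nm. Read-out: Fluorescence-based percent inhibition, control- and blank-normalised. Benchmarks: plate controls and plate blanks.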
m-calpain inh: blocks pig calpain II enzyme activity. purified calpain II, fluorogenic peptide substrate, 30 min. inhibition, % at 16 µM. actives 0.37% (n = 220,000);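 active = inhibition above about 50%, limit read from the data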
14-3-3 Bad PPI: disrupts binding of bovine 14-3-3 zeta to phospho-Bad peptide; TR-FRET 14-3-3zeta/Dy647-pBad peptide displacement, 1 h; inhibition, % at 21.7 µM; actives 0.71% (n = 220,000);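 active = inhibition above about 70%, limit read from the data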;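 also: 0% = full 14-3-3 plus peptide FRET controls and 100% = background without 14-3-3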
Target sequence (P63103 whole entry, looked up): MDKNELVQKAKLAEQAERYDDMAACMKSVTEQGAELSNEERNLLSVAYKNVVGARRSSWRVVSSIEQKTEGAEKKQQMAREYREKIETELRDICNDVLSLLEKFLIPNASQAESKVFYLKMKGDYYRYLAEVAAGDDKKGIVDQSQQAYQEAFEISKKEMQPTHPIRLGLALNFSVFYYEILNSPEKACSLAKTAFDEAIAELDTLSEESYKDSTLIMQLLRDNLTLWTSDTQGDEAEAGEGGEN
EP2 antag: EP2 receptor (human) inhibition | P43116 | inhibition, % at 25 µM | C6 glioma cells expressing human EP2, cAMP TR-FRET; cells stimulated with saturating PGE2 | actives 0.52% (n = 260,000);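 active = percent inhibition above 40 after rounding to a whole number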;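 also: rat C6 glioma host cells with rolipram phosphodiesterase inhibitor present; the protocol text gives 20 µM as final concentration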
eIF4E-4G inh: eIF4E/eIF4G interaction inhibition in translation initiation; P63073+Q04637; TR-FRET eIF4E-eIF4GI(517-606) binding, 2 h; inhibition, % at 21.7 µM; actives 0.37% (n = 220,000); AID 782;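 active = inhibition above about 30%, limit read from the data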;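 also: 0% = full FRET control wells and 100% = background wells lacking eIF4GI fragment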
Tb hexokinase: blocks Trypanosoma brucei hexokinase 1 activity | recombinant TbHK1, G6PDH-coupled NADH A340 | inhibition, % at 10 µM | actives 0.11% (n = 220,000) | AID 1430;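 active = inhibition of 50% or more in the single-dose primary screen; inactive = inhibition below 50%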
* = called active by the depositor; i = inactive; / = not tested or not shown; & = joins results of further samples; [ ] = dose if it differs, or a comment. An excerpt; rates above refer to the full screens.

SMILES	EP2 modulator	L929 necroptosis	Hck Nef HTS	Rad51 HR inh	m-calpain inh	14-3-3 Bad PPI	EP2 antag	eIF4E-4G inh	Tb hexokinase
O=C(c1ccc(COc2ccc(Cl)cc2)cc1)N1CCCCC1	-11	18	2	6	58*	-7	7	1	1
O=C(COC(=O)C12CC3CC(CC(C3)C1)C2)Nc1nccs1	-32	4.4	10	13	25	7	8	4	1
Cc1cccc(NC(=O)COC(=O)c2cccc3c2C(=O)c2ccccc2C3=O)c1C	15	5.6	1	1	-3	1	4	0	-3
Cc1ccccc1NC(=O)Cn1c(NCC(C)O)nc2ccccc21 (stereo not given)	20	1.8	0	-2	-12	-2	6	2	1
O=C(COC(=O)Cn1cnc2ccccc21)NCCc1ccc(Cl)cc1	25	-0.1	-18	-2	-18	1	11	0	-1
CCC1(C)Cc2ccccc2-c2c1c(=O)n(Cc1ccccc1)c1nnnn21 (stereo not given)	23	-0.1	-1	-6	17	0	14	2	4
Cc1cc(Nc2ccccc2O)c2ccccc2n1	-57&-13	0.5	28	11	6	-5	8&10	1	-13
O=C(c1ccccc1)N(C1=NCCCCS1)c1ccccc1	15	-0.1	1	-1	-21	0	12	-4	-1
Cc1cc(-c2nnc(SCC(=O)Nc3ccccc3C(F)(F)F)o2)c(C)n1-c1ccccc1	7	-0.3	4	3	-13	-5	22	0	-1
COc1ccc(C(c2sc3ncnn3c2O)N2CCN(c3ccccc3F)CC2)cc1OC (stereo not given)	-9	-0.3	-2	-5	6	5	14	2	-15
CC(=O)Oc1cccc(N2C(=O)C3CC=C(Cl)CC3C2=O)c1 (stereo not given)	2	-0.5	2	-5	-3	-2	3	1	20
O=C(Cc1ccc(Cl)cc1)Nc1ccc2oc(-c3ccncc3)nc2c1	4	2.1	7	3	i	15	23	-25	-19
Fc1ccccc1N1CCN(c2cnc3ccccc3n2)CC1	12	-0.2	1	-5	12	-5	-4	12	-9
CC1CCN(C(=O)c2ccc(CSc3nc4ccncc4n3Cc3ccc(F)cc3)cc2)CC1	2	/	-7	7	-6	-9	19	6	-2
COC(=O)c1cc2sccc2n1CC(=O)Nc1ccc(OC)c(OC)c1OC	-8	1.1	-2	10	-46	-9	11	-1	-4
COc1ccc(OC)c(N2C(N)=NC(N)=NC23CCCC3)c1	-1	0.5	1	-4	-21	9	7	-4	-6
CCOC(=O)Nc1sc2nc(C)cc(C)c2c1-n1cccc1	11	-0.1	1	-4	-2	9	8	4	-6
COc1ccc(C2C(C(=O)Nc3cccnc3)=C(C)Nc3nc(-c4ccco4)nn32)cc1 (stereo not given)	35	0.9	3	-6	-9	9[fluorescence artefact?]	3	2	-2
CC(C)N(Cc1nc(-c2ccc(Cl)cc2)no1)Cc1nccn1C	-56	-1.2	19	9	0	-10	3	-1	-2
O=C1OC(/C=C/c2ccc(Cl)cc2)=NC/1=C/c1ccco1	-6	0.2	15	-23	-32	5[fluorescence artefact?]	8	16	-29
CNS(=O)(=O)c1cccc(C(=O)OCC(=O)Nc2ccccc2F)c1	-30	1.2	18	11	18	6	2	2	5
COc1cc(NC(=S)N2CCCCC2C)c(OC)cc1Cl (stereo not given)	3	-0.3	5	/	1	-12	11	2	2
CCc1cc2c(=O)c(-c3cnn(-c4ccccc4)c3)c(C)oc2cc1OCC(=O)Nc1ccc(F)c(F)c1	-14	0.5	7	6	-9	-1[fluorescence artefact?]	14	0	13
Cc1ccc(NC(=S)NCc2ccco2)c(C)c1	23	-0.4	29	/	-17	-7	4	0	-9
O=C(Nc1cc(S(=O)(=O)N2CCCCC2)ccc1N1CCCCC1)C1CC1	25	0.5	13	7	12	8	1	-7	-6
CC(=O)c1sc2nc(=O)c(C)nn2c1C	21	1.8	-4	0	-69	11	15	6[fluorescence artefact?]	-35
COc1ccc(NC(=O)C2CCN(C(=O)Cc3ccccc3)CC2)c(OC)c1	16	4.6	19	-2	-31	-8	5	-4	1
CCCCNC(=S)Nc1cccc2cnccc12	11	-1.0	-3	-4	-16	1[fluorescence artefact?]	9	2	-4
COc1ccc(OC)c(CN2CCN(CCc3ccccc3)C(CCO)C2)c1 (stereo not given)	-12	0.0	-4	/	-6	-4	2	-1	2
S=C(Nc1ccccc1)c1ccccn1	-17&3	-1.5&-0.8	17&-2	10	-21&-2	-5&4	5	0&-2	-19&-3
Cc1nc(-c2c(-c3ccc(O)cc3O)noc2C(F)(F)F)cs1	-5	0.4	7	-6	20	-15[fluorescence artefact?]	5	-97[fluorescence artefact?]	-4
CC(=O)Nc1ccc(S(=O)(=O)Nc2nc3ccccc3nc2Nc2cccc(O)c2)cc1	25	0.8	18	/	-15	-1	6	1	-24
CCn1cc(C(=O)NCCCN(C)c2ccccc2)c(=O)c2cc(S(=O)(=O)N(C)C)ccc21	-12	-0.5	-1	-3	-6	-11	3	1[fluorescence artefact?]	-15
CC1CN(C(=O)c2ccc3c(c2)OCO3)OC(c2ccccc2)O1 (stereo not given)	19	0.4	5	4	11	1	9	-4	-3
Cc1ccc(S(=O)(=O)N(C)C)cc1NC(=S)NC1CCCC(C)C1C (stereo not given)	-32	-0.2	3	1	13	-10	20	0	-5
CCC1C(=O)N=C(SCC(=O)Nc2ccccc2)NC1=O (stereo not given)	36	0.6	1	10	10	-14	13	1[fluorescence artefact?]	-1
Cc1ccccc1OCC(=O)Nc1nnc(-c2ccncc2)s1	-6	0.0	5	2	-22	-1	5	1	-30
COc1ccc(NC(=O)c2c(NC(=O)CNCc3ccco3)sc3c2CCC3)cc1	23	1.9	1	2	-49	-2	7	-1	-1
CCOCCOC(=O)C(C)Oc1ccc(Oc2nc(Cl)ccc2Cl)cc1 (stereo not given)	38	13	22	-6	-18	-12	6	0	-1
O=[N+]([O-])c1ccc(N2CCOCC2)cc1SCc1ccco1	-2	1.1	4	-4	25	-4	8	-1	26

Ordered by molar mass (rising): some entries from above.
SMILES	EP2 modulator	L929 necroptosis	Hck Nef HTS	Rad51 HR inh	m-calpain inh	14-3-3 Bad PPI	EP2 antag	eIF4E-4G inh	Tb hexokinase
CCC1C(=O)N=C(SCC(=O)Nc2ccccc2)NC1=O (stereo not given)	36	0.6	1	10	10	-14	13	1[fluorescence artefact?]	-1
O=[N+]([O-])c1ccc(N2CCOCC2)cc1SCc1ccco1	-2	1.1	4	-4	25	-4	8	-1	26
COc1cc(NC(=S)N2CCCCC2C)c(OC)cc1Cl (stereo not given)	3	-0.3	5	/	1	-12	11	2	2

Following part.
Every second line gives: EP2 modulator | L929 necroptosis | Hck Nef HTS | Rad51 HR inh | m-calpain inh | 14-3-3 Bad PPI | EP2 antag | eIF4E-4G inh | Tb hexokinase
- CCN(CC)CCOc1ccc(Br)cc1
 : -6 | 0.3 | 1 | 0 | -8 | 19 | 12 | -1 | 0
- O=C(O)c1ccc2c(c1)C(=O)N(c1cccc(-c3nc4ccccc4s3)c1)C2=O
 : -48 | 18 | 35 | -1 | -190 | 2 | 7 | 46* | -13
- CCn1cc(C(=O)NCCCN2CC(C)CC(C)C2)c2cc(OC)c(OC)cc2c1=O (stereo not given)
 : 7 | -0.1 | 1 | -2 | 37 | 1 | 11 | -1 | -3
- CC(=O)Nc1ccc(NC(=O)c2ccccc2CC[N+](=O)[O-])cc1
 : 5 | 2.4 | -1 | 13 | -8 | -6 | 10 | 2 | 4
- C#CCOCCOCCOCCNc1nc(N2CCN(C(=O)[C@H](CCC(=O)O)n3cc(C(N)Cc4ccc(O)cc4)nn3)CC2)nc(N2CCN(C(=O)[C@H](CCC(=O)O)n3cc(C(N)CC(C)C)nn3)CC2)n1 (stereo not given in full)
 : -10 | 1.9 | -9 | -4 | -4 | 43 | 12 | 3 | -1
- Cc1ccc(-c2noc(=O)n2CC(=O)c2ccc(Cl)cc2)cc1
 : -26 | 0.1 | 21 | -9 | -7 | -9 | 5 | -2 | 0
- Cc1ccc(NC(=O)NNC(=O)c2snnc2C)cc1
 : 12 | 4.3 | -3 | 28 | -30 | -14 | 11 | -2 | -10
- COc1cc(/C=c2\sc3n(c2=O)C(c2ccccc2)C(c2ccccc2)=NN=3)ccc1O (stereo not given)
 : 5 | 0.0 | -7 | -9 | -129 | 2 | 10 | -9 | -8
- Fc1ccc(Nc2nnc(C(F)(F)F)s2)cc1Cl
 : -9 | 3.6 | -1 | -1 | -12 | -8 | 7 | 5 | -8
- CCCSc1nc2c(c(=O)[nH]c(=O)n2C)n1CCc1ccccc1
 : 53 | -0.1 | 2 | -8 | 15 | 5[fluorescence artefact?] | 16 | 7[fluorescence artefact?] | 2
- COc1ccc(-c2noc(CSc3nc(-c4ccccc4)cc(=O)[nH]3)n2)cc1OC
 : 18 | 1.1 | 54* | -4 | -86 | / | -4 | / | -6

Fetched by structure from above, two records:
Every second line gives: EP2 modulator | L929 necroptosis | Hck Nef HTS | Rad51 HR inh | m-calpain inh | 14-3-3 Bad PPI | EP2 antag | eIF4E-4G inh | Tb hexokinase
- Cc1cccc(NC(=O)COC(=O)c2cccc3c2C(=O)c2ccccc2C3=O)c1C
 : 15 | 5.6 | 1 | 1 | -3 | 1 | 4 | 0 | -3
- COc1ccc(C(c2sc3ncnn3c2O)N2CCN(c3ccccc3F)CC2)cc1OC (stereo not given)
 : -9 | -0.3 | -2 | -5 | 6 | 5 | 14 | 2 | -15
